LEDGF integ inh – blocks HIV-1 LEDGF/p75-dependent DNA integration; TR-FRET IN-LEDGF/p75 DNA integration, Eu/Cy5; inhibition, % at 3.7 µM; 370,000 compounds, 0.64% hits;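 active means inhibition above the screen-wide mean plus 3 SD, cut at about 13% in these data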;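 further: signal is the Cy5 over europium emission ratio at 671 and 618 nm; 0% = plate median of compound wells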
TCR CD3 inh – inhibitors of human TCR-CD3 interaction | TAMRA-labeled TCR probe fluorescence, biochemical | inhibition, % at 9.4 µM | 360,000 compounds, 0.37% hits | AID 651800; in the data active means inhibition above about 19%;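 further: recombinant mutant TCR 2C K166C tagged with TAMRA read by polarization; 0% = receptor in buffer alone and 100% = receptor with positive control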
Rev-erbA mod – modulators of human Rev-erb alpha DNA binding. AID 1259318. 370,000 compounds, 0.79% hits. P20393. activity, % at 10 µM. Rev-erbα–FITC-DNA binding, fluorescence polarization, 90 min;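 active means activity above about 14%, limit read from the data; passing the limit was not always enough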;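 further: 0% = DMSO wells with 35 nM protein and 100% = DMSO wells with 750 nM protein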
PG9 binder – PG9 antibody binding by small molecule | inhibition, % at 6.7 µM | AID 624416 | 360,000 compounds, 0.43% hits | TR-FRET gp120-PG9 antibody binding; in the data active means inhibition above about 8.5%
SIAE inh – inhibitors of human sialic acid acetylesterase SIAE; inhibition, % at 9.66 µM; 370,000 compounds, 0.69% hits; Q9HAT2; SIAE FP-Rh probe binding, fluorescence polarization; AID 1053197;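 active means inhibition above a cutoff: mean of compounds within the control limits plus 3 SD of those, cut at about 17% in these data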;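 further: 0% = plate median of compound wells and 100% = probe without SIAE protein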
Target sequence (Q9HAT2 whole entry, looked up): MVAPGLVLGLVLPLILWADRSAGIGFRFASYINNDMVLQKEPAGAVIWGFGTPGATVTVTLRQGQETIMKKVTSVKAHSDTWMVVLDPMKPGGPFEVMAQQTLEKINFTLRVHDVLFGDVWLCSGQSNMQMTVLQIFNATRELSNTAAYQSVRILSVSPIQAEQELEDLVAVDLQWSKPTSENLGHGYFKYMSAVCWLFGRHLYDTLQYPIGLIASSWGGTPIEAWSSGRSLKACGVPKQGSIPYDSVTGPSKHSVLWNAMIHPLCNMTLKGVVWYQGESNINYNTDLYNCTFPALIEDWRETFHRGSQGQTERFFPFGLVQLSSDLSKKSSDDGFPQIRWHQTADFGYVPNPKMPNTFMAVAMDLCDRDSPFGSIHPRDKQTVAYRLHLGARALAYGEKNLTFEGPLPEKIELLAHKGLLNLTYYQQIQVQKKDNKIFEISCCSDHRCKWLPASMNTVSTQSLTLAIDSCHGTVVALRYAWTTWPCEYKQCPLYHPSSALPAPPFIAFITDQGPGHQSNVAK
rCAG RNA binder – molecules binding r(CAG) RNA repeats | inhibition, % at 3 µM | AID 651821 | 370,000 compounds, 1.3% hits | r(CAG) RNA repeat, TO-PRO-1 dye displacement fluorescence;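 active means inhibition above the plate cutoff, the mean of all test compounds on that plate plus 3 SD, cut at about 35% in these data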;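 further: 0% = DMSO alone and 100% = 100 µM mitoxantrone as full dye displacement; higher means more dye released from RNA so lower well fluorescence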
PRMT1 FP inh – PRMT1 (human) inhibition, primary screen. recombinant PRMT1, activity-based probe fluorescence polarization. 370,000 compounds, 1.3% hits. AID 652257. Q99873. inhibition, % at 2.79 µM;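 active means inhibition above about 21% made by adding two undisclosed values, limit read from the data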
Target sequence (Q99873 whole entry, looked up): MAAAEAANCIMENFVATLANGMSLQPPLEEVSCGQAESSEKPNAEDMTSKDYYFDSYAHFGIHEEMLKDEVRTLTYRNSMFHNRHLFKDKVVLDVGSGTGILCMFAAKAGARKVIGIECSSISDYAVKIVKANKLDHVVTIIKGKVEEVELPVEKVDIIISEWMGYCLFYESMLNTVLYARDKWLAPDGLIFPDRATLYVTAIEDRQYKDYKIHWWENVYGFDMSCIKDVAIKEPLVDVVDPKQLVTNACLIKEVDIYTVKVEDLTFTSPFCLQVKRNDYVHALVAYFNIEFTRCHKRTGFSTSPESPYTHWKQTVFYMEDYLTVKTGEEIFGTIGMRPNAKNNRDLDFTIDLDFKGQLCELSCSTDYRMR
ABHD4 inh – inhibitors of mouse ABHD4; Q8VD66; purified mABHD4, FP-Rh probe fluorescence polarization; inhibition, % at 8.92 µM; 370,000 compounds, 0.54% hits; AID 720543;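 active means inhibition exceeding the mean over every tested compound plus 3 SD, cut at about 30% in these data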;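 further: 0% = plate median of compound wells and 100% = S159A mutant with DMSO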
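Test system: mouse ABHD4 enzyme, wild type. Reagent: FP-Rh fluorescent activity-based probe, added after compound pre-incubation. Timing: pre-incubation 45 min, probe exposure 60 min, at 25 °C. Technique: FP readout, ex 525 nm / em 598 nm. Benchmarks: high control S159A mutant with DMSO, low control median of compound wells.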
HTRA1 inhibitor – inhibitors of human serine peptidase HTRA1; Q92743; recombinant HTRA1, FP-rhodamine activity-based probe, fluorescence polarization; inhibition, % at 5.96 µM; 340,000 compounds, 0.5% hits; AID 504803; in the data active means inhibition above about 36%;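 further: 0% = enzyme with DMSO and 100% = wells lacking enzyme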
TDP2 absorb – blocks human TDP2 phosphodiesterase activity. O95551. recombinant TDP2, T5PNP hydrolysis, p-nitrophenol absorbance 415 nm. inhibition, % at 12.8 µM. 370,000 compounds, 0.34% hits. AID 720702;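 active means inhibition above the mean of all tested compounds plus 3 SD, set per campaign, cut at about 25% in these data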;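 further: 0% = DMSO with enzyme and 100% = buffer with substrate but no TDP2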
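Test system: Human TDP2 enzyme | Reagent: 5 mM T5PNP | Compound dosing: 12.8 µM single point, 1% DMSO | Incubation: Enzyme reaction with compound for 2 h at 37 °C | Technique: p-Nitrophenol epi absorbance | Read-out: % inhibition relative to enzyme-containing and enzyme-free wells | Benchmarks: High control without enzyme, low control DMSO plus TDP2 | Replicates: Singlicate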
* marks the source's active call; other numbers are inactive results; . = not tested or not shown. Some of the compounds tested; rates above refer to the full screens.

Sample of the layout:
1: COc1ccc(-c2[nH]ncc2CNC(C)CCn2cccn2)c(F)c1 (stereo not given)
2: CC(C)(C)c1nc(Sc2ncccc2[N+](=O)[O-])n[nH]1

assay / entry	1	2
LEDGF integ inh	-2	1
TCR CD3 inh	1	5
Rev-erbA mod	-1	-1
PG9 binder	-0.3	-1.8
SIAE inh	-3	4
rCAG RNA binder	-2	1
PRMT1 FP inh	1	0
ABHD4 inh	0	4
HTRA1 inhibitor	6	5
TDP2 absorb	-6	15

Results, previewed entries included:
1: COc1ccc(-c2[nH]ncc2CNC(C)CCn2cccn2)c(F)c1 (stereo not given)
2: CC(C)(C)c1nc(Sc2ncccc2[N+](=O)[O-])n[nH]1
3: O=C(NN1CCOCC1)c1ccccc1F
4: CCc1nc2ccc(C(=O)Nc3cccc(OCC(=O)N(C)C)c3)cn2c1N(C)C(=O)c1cccc(OC)c1
5: N#CCCN1CCN(C2=NC(=O)C(=C3CCCCC3)S2)CC1
6: CCCCn1c(N)c(N(CCOC)C(=O)CSc2n[nH]c(-c3ccc(C)cc3)n2)c(=O)[nH]c1=O
7: O=C(COC(=O)c1ccccc1-c1nc2ccccc2s1)Nc1ccccc1C(F)(F)F
8: CC(=O)Nc1ccc(-c2ccnc3c2CC(C(=O)Nc2cccc(C(C)=O)c2)O3)cc1 (stereo not given)
9: COc1ccc(OC)c(CCNC(=O)c2sc3nc4n(c(=O)c3c2C)CCC4)c1
10: Oc1cncc(-c2cccnc2)c1

assay / entry	1	2	3	4	5	6	7	8	9	10
LEDGF integ inh	-2	1	4	3	-1	1	0	-1	2	-1
TCR CD3 inh	1	5	6	3	3	4	6	-3	11	4
Rev-erbA mod	-1	-1	-6	-2	-3	1	-2	-9	-2	3
PG9 binder	-0.3	-1.8	-1.5	-0.9	-2.1	0.4	0.4	-2.1	-1.9	1.4
SIAE inh	-3	4	0	0	-1	4	-7	-8	-11	3
rCAG RNA binder	-2	1	2	1	0	-3	-4	2	-4	1
PRMT1 FP inh	1	0	-1	0	-2	2	-1	6	-1	-2
ABHD4 inh	0	4	-3	-4	-6	3	2	4	-4	-4
HTRA1 inhibitor	6	5	6	.	2	-7	-6	.	3	1
TDP2 absorb	-6	15	1	3	-1	-1	0	5	1	1

11: COC(=O)c1nnn(-c2nonc2N)c1CSc1nc2ccccc2s1
12: Cc1ccc(/C=N/NC(=O)CNC(=O)c2ccc(S(=O)(=O)N(C)C)cc2)o1
13: CC(=O)Nc1cccc(OCCCOc2cccc([N+](=O)[O-])c2)c1
14: Cc1cccc2sc(NNC(=O)C3COc4ccccc4O3)nc12 (stereo not given)
15: CCN1CCN(c2c(/C=C3\SC(=S)N(Cc4ccco4)C3=O)c(C)c(C#N)c(=O)n2C)CC1
16: COC(=O)[C@@H](NC(=O)Nc1cc(Cl)ccc1C)C(C)C
17: CC1CCCN(CC(O)COCc2ccccc2)C1 (stereo not given)
18: OC(COCC1CC=CCC1)Cn1cnc2ccccc21 (stereo not given)
19: CSc1cccc(NC(=O)NNC(=O)C2CCN(S(=O)(=O)N(C)C)CC2)c1
20: O=C(C(c1ccccc1)c1ccccc1)N(Cc1ccco1)C1CCS(=O)(=O)C1 (stereo not given)

assay / entry	11	12	13	14	15	16	17	18	19	20
LEDGF integ inh	3	1	4	0	2	-1	0	2	4	0
TCR CD3 inh	1	-6	6	-4	-24	-8	3	5	5	3
Rev-erbA mod	-2	4	7	10	-2	1	1	-2	-1	-2
PG9 binder	0.4	1.2	-0.2	4.1	1.5	0.5	0.2	-2.2	-2.3	1.6
SIAE inh	1	0	3	8	-25	-1	-1	3	3	-3
rCAG RNA binder	-1	4	0	8	-5	-1	-1	-5	2	-1
PRMT1 FP inh	-1	4	0	0	-17	-4	1	-1	-3	-4
ABHD4 inh	-11	3	-7	14	-22	-3	-2	-1	-3	0
HTRA1 inhibitor	-8	5	-18	8	-18	-5	2	-5	9	-3
TDP2 absorb	2	3	0	-2	-2	1	2	-12	4	-10

21: Cc1ccccc1C(=O)Nc1cccc(C(=O)N/N=C/c2ccccn2)c1
22: Cc1c(C(=O)N(C)CC(=O)Nc2cccc(F)c2)oc2c(Cl)cccc12
23: CCOC(=O)C1CCN(S(=O)(=O)c2ccc(Cl)cc2)CC1
24: COC(=O)[C@@]1(C(C)C)N=C(c2cc(OC)c(OC)c(OC)c2)[C@]2(O1)C(=O)N(C)c1ccc(Cl)cc12
25: Cc1cccc(Cl)c1OCCN1CCCC1
26: O=C(NC(=O)c1ccccc1O)c1ccc2c(c1)CCO2
27: COc1cc(/C=C(\C#N)C(=O)NCC2CCCO2)ccc1O (stereo not given)
28: COc1ccccc1N1CCN(S(=O)(=O)CCNC(=O)c2cccc(F)c2)CC1
29: CCCC1=Nc2cc(C(=O)NCCN3CCOCC3)ccc2Sc2ccc(C)cc21
30: Cc1cccc(Nc2nc(N)c(C#N)c(CC#N)c2C#N)c1

assay / entry	21	22	23	24	25	26	27	28	29	30
LEDGF integ inh	3	-3	0	0	5	-1	-4	-1	-7	-1
TCR CD3 inh	5	-6	-4	5	-3	3	-12	-3	-6	-2
Rev-erbA mod	0	-1	-3	0	1	-5	-2	0	-4	-1
PG9 binder	-0.2	-1.5	-1.8	-1.1	-0.1	0.9	-3.8	-0.4	-2.2	0.9
SIAE inh	-7	2	3	6	-10	8	2	-2	0	3
rCAG RNA binder	1	0	-7	0	-4	0	-3	-3	-2	11
PRMT1 FP inh	-2	2	-1	0	10	-1	0	11	-1	3
ABHD4 inh	-15	-5	-1	-5	7	-2	6	-2	-2	3
HTRA1 inhibitor	-17	-19	3	.	1	5	1	-1	-9	-4
TDP2 absorb	-9	0	12	1	6	25*	-12	5	-11	0

One compound at a time, from the list above. Values in the order: LEDGF integ inh | TCR CD3 inh | Rev-erbA mod | PG9 binder | SIAE inh | rCAG RNA binder | PRMT1 FP inh | ABHD4 inh | HTRA1 inhibitor | TDP2 absorb
`Cc1ccc(/C=N/NC(=O)CNC(=O)c2ccc(S(=O)(=O)N(C)C)cc2)o1` across the screens: 1 | -6 | 4 | 1.2 | 0 | 4 | 4 | 3 | 5 | 3
`CCc1nc2ccc(C(=O)Nc3cccc(OCC(=O)N(C)C)c3)cn2c1N(C)C(=O)c1cccc(OC)c1` across the screens: 3 | 3 | -2 | -0.9 | 0 | 1 | 0 | -4 | . | 3

The results go on.
31: Nn1c(SCc2cccc(Cl)c2)nnc1-c1ccncc1
32: CN(C)c1ccc(C2C3C(=O)NC(=O)C3ON2c2ccc(Cl)cc2)cc1 (stereo not given)
33: COc1ccc(CCNC(=O)c2cccc(NC(=O)CC3SC(N4CCCCC4)=NC3=O)c2)cc1OC (stereo not given)
34: O=C(CCS(=O)(=O)c1cccc2nonc12)N1CCOCC1
35: CCOC(=O)C1CSC(CC(=O)Nc2ccc(Cl)c(Cl)c2)C(=O)N1 (stereo not given)
36: Cn1c(=O)c2c(O)c(Cc3ccccc3)c(=O)n(C)c2n(C)c1=O
37: O=C(NCc1ccco1)C1CCCN(S(=O)(=O)c2cnc[nH]2)C1 (stereo not given)
38: CC1C(=O)NN=C1C(=O)N/N=C\C(Br)=C\c1ccccc1 (stereo not given)
39: COCc1nc(-c2ccc(-c3ccc(OC)cc3)nc2OC)no1
40: CC(=O)Nc1ccc2nc(-c3ccccn3)[nH]c2c1

assay / entry	31	32	33	34	35	36	37	38	39	40
LEDGF integ inh	-3	-1	0	-2	1	0	2	3	3	-2
TCR CD3 inh	0	-5	4	-3	-1	-3	4	-2	6	-4
Rev-erbA mod	0	5	-2	0	0	2	3	11	-7	-1
PG9 binder	1.1	-4.5	-3.4	-0.5	2.0	0.2	-1.2	-2.8	-0.8	0.8
SIAE inh	-1	7	-1	1	-5	0	2	-2	2	-4
rCAG RNA binder	-2	9	1	-1	6	-2	1	5	3	1
PRMT1 FP inh	4	8	-2	1	3	3	-3	6	0	0
ABHD4 inh	-2	6	4	5	-15	5	2	6	-4	4
HTRA1 inhibitor	3	7	-5	0	6	0	-1	6	-12	1
TDP2 absorb	7	-1	5	-3	-6	2	10	1	-7	-1

41: O=c1ccn(Cc2ccccc2)c2ccccc12
42: CCCCN(C(=O)c1ccccc1OCc1ccc(F)cc1)c1c(N)n(CC(C)C)c(=O)[nH]c1=O
43: CCOC(=O)c1sc2ncnc(N3CCN(CC)CC3)c2c1C
44: COc1ccc(C(=O)c2ccc(OC)c3cccc(O)c23)cc1OC
45: CNC(=O)n1cc(C)c(-c2cccs2)n1
46: COc1ccccc1Nc1nn2c(=O)c3ccc(C(=O)N4CCCCC4)cc3nc2s1
47: CC(C)C(NC(=O)OCc1ccccc1)C(=O)NCC(=O)OC(C)(C)C (stereo not given)
48: O=C(NCc1ccccc1)[C@@H]1CCCN1C(=O)[C@@H]1CCCN1C(=O)c1ccc(Cl)cc1Cl
49: Cc1ccc(C)c(NC(=O)CN(C)C(=O)Cn2c(=O)oc3ccccc32)c1

assay / entry	41	42	43	44	45	46	47	48	49
LEDGF integ inh	0	-6	3	1	0	-3	-4	1	-4
TCR CD3 inh	10	0	5	-1	-1	2	6	1	2
Rev-erbA mod	3	1	-2	7	5	0	-6	-5	2
PG9 binder	0.0	-1.8	-3.4	-0.9	0.1	-2.4	-3.2	0.8	1.0
SIAE inh	4	-2	9	-4	10	-11	-8	8	-2
rCAG RNA binder	0	-10	-6	6	-2	2	-8	-2	11
PRMT1 FP inh	-2	4	-3	12	3	-6	-1	-2	10
ABHD4 inh	-3	9	1	5	-1	-1	-10	2	-8
HTRA1 inhibitor	-5	-2	6	-6	.	0	2	.	2
TDP2 absorb	0	-12	5	2	14	-18	-18	-6	-7
